TDP1 cell noCPT: qHTS for Inhibitors of human tyrosyl-DNA phosphodiesterase 1 (TDP1): qHTS in cells in absence of CPT. DT40 Tdp1-/- hTDP1 cells, no CPT, ATP luminescence, 48 h. Potency, µM (titrated, usually from 46.2 µM), for the others: at the top dose activity change, negative = growth inhibition, hits mostly inhibitors. hit rate 15% among 420,000; further: nearly all actives have a fitted effect of over 55% in size
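Camptothecin absent (DMSO only). Human TDP1-complemented DT40 knockout cells, 400 cells/well, 37 °C for minimum 48 hr; ATP measured via CellTiter-Glo, 30 min dark incubation, luminescence.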
KAT2A inh: GCN5L2 (KAT2A) acetyltransferase inhibition; Q92830; GCN5L2 HAT assay, ThioGlo1 CoA-SH fluorescence; Potency, µM (doses to about 58.9 µM), without a hit: at the top dose activity change, negative = inhibition, usual class: inhibitors; hit rate 0.21% among 390,000; AID 504327
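Free CoA generated was detected with ThioGlo1 (50uM) fluorescence at Ex340nm/Em540nm, read immediately and after 20 min at room temperature. Enzyme, 20 nM in HEPES pH 7.5 buffer, saw compounds 15 min before adding 75uM H3(1-25) peptide and 70uM acetyl-CoA.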
TDP1 block: inhibitors of human tyrosyl-DNA phosphodiesterase TDP1; Q9NUW8; AID 485290; Potency, µM (top dose mostly 130 µM), for the others: top-dose activity change, negative = inhibition, usual class: inhibitors; recombinant TDP1, AlphaScreen DNA substrate cleavage; hit rate 0.28% among 350,000; further: nearly all actives have a fitted effect of over 40% in size
Target sequence (Q9NUW8 whole entry, looked up): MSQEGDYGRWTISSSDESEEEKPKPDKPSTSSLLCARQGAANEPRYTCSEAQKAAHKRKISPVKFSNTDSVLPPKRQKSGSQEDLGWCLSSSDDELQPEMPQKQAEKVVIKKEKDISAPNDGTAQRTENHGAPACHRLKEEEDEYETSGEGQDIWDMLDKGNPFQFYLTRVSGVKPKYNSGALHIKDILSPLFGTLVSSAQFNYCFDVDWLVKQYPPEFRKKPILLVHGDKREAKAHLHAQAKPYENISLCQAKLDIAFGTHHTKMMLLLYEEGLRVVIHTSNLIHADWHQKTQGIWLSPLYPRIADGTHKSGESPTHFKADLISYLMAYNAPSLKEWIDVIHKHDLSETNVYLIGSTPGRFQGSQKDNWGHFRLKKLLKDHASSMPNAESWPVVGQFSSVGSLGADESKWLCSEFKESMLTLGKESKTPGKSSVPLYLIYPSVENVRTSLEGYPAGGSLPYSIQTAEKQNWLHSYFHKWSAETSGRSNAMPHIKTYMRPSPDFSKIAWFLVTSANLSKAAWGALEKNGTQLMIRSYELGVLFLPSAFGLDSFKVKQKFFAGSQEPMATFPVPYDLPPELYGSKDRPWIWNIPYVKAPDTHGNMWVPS
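Recombinant E. coli-expressed Tdp1 (1 nM) preincubated with compound 15 min at RT, then 5'-biotin/3'-phosphotyrosine-FITC DNA substrate (15 nM) added for 5 min. AlphaScreen beads (10 ug/ml) added, 10 min RT; tyrosine-FITC cleavage read as signal loss.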
Starred values were filed as active, the others as inactive; ? = inconclusive; . = no result given; & = joins results of further samples; [ ] = remark or other dose. The call rests on the fitted dose curve; in most records, active means well fitted curve in the direction sought with a large enough effect; inconclusive means small, poorly fitted or top-dose-only effect, or another doubt; inactive means no such curve, though single readings can be large; an effect the other way counts as inactive or inconclusive. On the % scale 0 is the no-effect control and ±100 the full control effect; potency means the concentration at half of the fitted maximal effect. This is a subset; count on the stated rates, not on these rows.

Order of values: TDP1 cell noCPT	KAT2A inh	TDP1 block
O=C(COC(=O)Cc1ccc(F)cc1)NC1CCS(=O)(=O)C1 (stereo unspecified)
→ -6%	-2%	.
COCCNC(=O)CN(c1cc(C(F)(F)F)ccc1Cl)S(C)(=O)=O
→ -1%	-5%	5%
Cc1ccccc1Cn1c(NC2CCCC2)nc2c1c(=O)[nH]c(=O)n2C
→ 12%	-10%	3%
COC(=O)c1c(-c2ccc(F)cc2)noc1N
→ -19%	0%	-1%
Cn1c(=O)oc2cc(S(=O)(=O)NCCC(=O)N3CCN(c4ccccc4F)CC3)ccc21
→ -3%	-2%	-3%
CCOC(=O)c1c(NC(=O)CSc2nnnn2C)sc(CC)c1C
→ -28%	2%	8%
Cc1ccc2c(c1)c1c(n2CC(O)CNC(CO)(CO)CO)CCCC1 (stereo unspecified)
→ -27%	-5%	7%
COc1c2c(cc3oc(=O)ccc13)OC(C)(C)C=C2
→ 26µM*	-20%	.
COc1ccccc1/C=C/c1nc(C#N)c(N2CCCCC2)o1
→ 16µM*	-9%	7%
CC(C)c1cc(C(C)C)n2nc(N)nc2n1
→ 3%	-2%	1%
O=C(c1ccccc1F)N1CCCc2ccccc21
→ ?	?	2%
CCc1ccc2oc(C(=O)NC3CCS(=O)(=O)C3)cc(=O)c2c1 (stereo unspecified)
→ 15%	-5%	2%
COc1ccc(/C=N/n2c(COc3ccccc3)n[nH]c2=S)cc1OC
→ -5%	3%	.
Cc1ccc(C)c(-n2c(C)cc(/C=N/NC(=O)c3c(C)nc4cc(C)ccn34)c2C)c1
→ 21µM*	-12%	5%
COc1ccccc1CNC(=O)CCn1c(=O)oc2ccccc21
→ -22%	-10%	-1%
COc1ccc(/C=C/c2cc(C(F)(F)F)[nH]c(=O)n2)cc1OC
→ -21%	-7%	6%
CCOC(=O)c1ccc(N2C(=O)c3[nH]nc(-c4ccc(C)cc4)c3C2c2ccc(O)c(OCC)c2)cc1 (stereo unspecified)
→ 23µM*	-5%	7%
Cc1cc(=O)oc(C)c1C(=O)NC1CC(C)(C)NC(C)(C)C1
→ -1%	-3%	5%
Nc1ncnc(Oc2cccc3cccnc23)c1[N+](=O)[O-]
→ ?	-10%	-5%
COc1ccc(-n2c(=O)c(-c3ccc(F)cc3)nc3cnc(N4CCOCC4)nc32)cc1
→ 4%	-16%	.
COc1ccc(/C=C(\C#N)C(=O)c2c(C)[nH]c3ccccc23)cc1OC
→ -24%	-13%	5%
O=c1cc(-c2ccccc2)nc(N2CCCCC2)[nH]1
→ ?	?	0%
Cc1cc(N/N=C/c2ccccc2O)nc(-c2ccccc2O)n1
→ ?	-22%	-1%
COc1ccccc1Nc1nc(N)nc(N)c1S(=O)(=O)c1ccccc1
→ .	-8%	6%
O=C(NCc1ccccc1)c1cncc(Br)c1
→ -18%	-1%	-3%
NCC1CCC(C(=O)O)CC1 (stereo unspecified)
→ -9%[21.1 µM]	-8%[21.4 µM]	-5%&6%[56.1 µM]
CCOc1ccccc1NS(=O)(=O)c1csc(C(N)=O)c1
→ -16%	-1%	.
COc1ccc(C(=O)OCn2nnc3ccccc3c2=O)cc1OC
→ -5%	1%	-4%
Cc1ccc(NC(=O)CSc2nnc(COc3ccc(Cl)cc3)o2)cc1
→ 1%	-4%	3%
CCOc1ccc(NC(=S)NCc2cccnc2)cc1
→ -26%	1%	1%
CCn1nc(C(C)C)cc1C(=O)N1CCCC(CO)(Cc2ccc(F)cc2F)C1 (stereo unspecified)
→ ?	-6%	1%
COc1ccc(Br)cc1CNC(=O)Nc1cccs1
→ -4%	0%	7%
Cc1cc(N2CCC(C(=O)Nc3ccc(F)cc3C)CC2)n2nc(C)c(-c3ccc(Cl)cc3)c2n1
→ -14%	0%	0%
CCCn1nc(NS(=O)(=O)c2cccc3nonc23)c2cc3ccccc3nc21
→ 11%	-6%	5%
Cc1oc2ccc(O)cc2c1C(=O)c1ccccc1
→ -19%	-3%	.
COc1ccc(C(=O)OCC(=O)NC2CC2)cc1[N+](=O)[O-]
→ 23%	-3%	0%
O=C(NCC(c1cccnc1)N1CCN(c2ccccc2)CC1)C1CCCCC1 (stereo unspecified)
→ ?	-1%	0%
CCC(=O)Nc1nnc(S(=O)(=O)N(C)Cc2ccco2)s1
→ 1%	-6%	4%
Fc1ccc(-c2ccc(CNCc3ccccn3)o2)cc1
→ ?	-3%	.
CCCNS(=O)(=O)c1cccc(C(=O)NC2CCCc3ccccc32)c1 (stereo unspecified)
→ -28%	-5%	3%
CC(C)CC(=O)/C(=C/c1ccc(N(C)C)cc1)n1cncn1
→ 1%	-4%	.
Cc1cccc2cc(C#N)c(NCCCn3ccnc3)nc12
→ ?	-4%	5%
N#C/C(=C\c1ccc(O)c(Br)c1)C(=O)N1CCCCC1
→ 11%	-13%	.
Cc1cccc(-n2ncc3c(Nc4ccc(F)cc4)ncnc32)c1
→ ?	-5%	3%
O=C(CCC(=O)c1cccs1)OCc1ccc([N+](=O)[O-])cc1
→ 14%	-9%	2%

Some of the entries so far, field by field.
Cc1cccc2cc(C#N)c(NCCCn3ccnc3)nc12
  TDP1 cell noCPT: ?	KAT2A inh: -4%	TDP1 block: 5%

N#C/C(=C\c1ccc(O)c(Br)c1)C(=O)N1CCCCC1
  TDP1 cell noCPT: 11%	KAT2A inh: -13%	TDP1 block: .

Cc1cccc(-n2ncc3c(Nc4ccc(F)cc4)ncnc32)c1
  TDP1 cell noCPT: ?	KAT2A inh: -5%	TDP1 block: 3%

O=C(CCC(=O)c1cccs1)OCc1ccc([N+](=O)[O-])cc1
  TDP1 cell noCPT: 14%	KAT2A inh: -9%	TDP1 block: 2%

Another view of part of the listing above.
> COc1ccc(C(=O)OCC(=O)NC2CC2)cc1[N+](=O)[O-]
- TDP1 cell noCPT: 23%
- KAT2A inh: -3%
- TDP1 block: 0%
> O=C(CCC(=O)c1cccs1)OCc1ccc([N+](=O)[O-])cc1
- TDP1 cell noCPT: 14%
- KAT2A inh: -9%
- TDP1 block: 2%
> Fc1ccc(-c2ccc(CNCc3ccccn3)o2)cc1
- TDP1 cell noCPT: ?
- KAT2A inh: -3%
- TDP1 block: .
> CCCNS(=O)(=O)c1cccc(C(=O)NC2CCCc3ccccc32)c1 (stereo unspecified)
- TDP1 cell noCPT: -28%
- KAT2A inh: -5%
- TDP1 block: 3%

Next section:
structure,TDP1 cell noCPT,KAT2A inh,TDP1 block
O=C(c1ccc(-c2nnc(Nc3ccccc3)c3ccccc23)cc1)N1C[C@H]2C[C@H](C1)c1cccc(=O)n1C2,?,-13%,-4%
CN(CC(=O)Nc1ccc(F)cc1)C(=O)CCc1ccccc1,-11%,-2%,3%
Cc1nnc(SCc2ccc(F)cc2)s1,-18%,-5%,-2%
O=C(O)c1ccc(Br)c(S(=O)(=O)N2CCCC2)c1,-21%,-3%,-8%
Cc1ccc(-c2nn(-c3cc(Cl)ccc3[N+](=O)[O-])c(=O)c3ccccc23)cc1,-21%,-17%,9%
CC(C)OCCCNC(=O)c1c(N)n(/N=C/c2cccs2)c2nc3ccccc3nc12,?,-8%,4%
CCN(CC(=O)NCc1ccc(Cl)cc1)C(=O)/C=C/c1ccccc1,-23%,-3%,-2%
CCOc1ccc(CCNC(=O)C2CCCN2C(=O)OCc2ccccc2)cc1OCC (stereo unspecified),?,2%,2%
N#Cc1cnn(-c2ncnc3sc4c(c23)CCCC4)c1N,-3%,-6%,3%
CCOC(=O)/C(C#N)=C/c1cn(CCC(=O)O)nc1-c1cccc(Br)c1,-2%,-5%,1%
CC(C)Cn1c(=O)n(C)c(=O)c2[nH]cnc21,9%&-1%&-29%&-13%,?,6%[56.1 µM]
COc1ccc(S(=O)(=O)NC(CC(=O)NCCc2ccc(OC)c(OC)c2)C(C)C)cc1 (stereo unspecified),-3%,-6%,-6%
COc1ccc(NC(=O)C(NC(=O)OC(C)(C)C)C(C)OCc2ccccc2)cc1 (stereo unspecified),-14%,-1%,6%
CCOC(=O)c1c(NC(=S)Nc2ccccc2)sc2c1CC(C)(C)SC2,?,-7%,1%
Cc1ccccc1OCCNc1cc(N2CCNCC2)ccc1[N+](=O)[O-],.,15%,5%
CC(=O)c1c(C)[nH]c(C(=O)COc2cc(C)ccc2C(C)C)c1C,4.6µM*,-8%,-2%
Cc1c(Cl)cccc1NC(=S)NC(=O)CCN1C(=O)c2ccccc2C1=O,-29%,5%,0%
COc1ccc(C(N)=O)cc1N,-22%,-1%,0%
COc1ccc(C)cc1NC(=O)C(OC(=O)c1cc(C)oc1C)c1ccccc1 (stereo unspecified),?,-7%,3%
CC(=O)c1ccccc1OCCOc1ncnc2sccc12,-15%,-4%,5%
Cn1c(Cn2c(=O)sc3ccccc32)nnc1SCC(=O)Nc1ccc(F)cc1,0%,-3%,3%
CC[n+]1c(/C=C(\C)SC)sc2ccccc21,8.2µM*,1%,0%
CN1CCN(C(=O)C2CCN(S(=O)(=O)c3ccc(F)cc3)CC2)CC1,-7%,2%,6%
O=C(COc1ccc2ccccc2c1)Nc1ccncc1,16µM*,12%,1%
COc1ccccc1NC(=O)CSc1nnc2ccccn12,15%,0%,0%
Cc1cc(C)n(-c2ccc(C(=O)N3CCC(CO)(Cc4ccccc4)CC3)cc2)n1,?,-15%,3%
O=C1Nc2c(Br)cc(Br)c3cccc1c23,?,0%,-5%
Cc1ccc(C(=O)NC2CCc3ccccc3C2=O)cc1 (stereo unspecified),-25%,2%,0%
CCC(CC)C(=O)c1c[nH]c(C(=O)NCc2ccco2)c1,?,3%,0%
O=C(N/N=C/c1cccnc1)c1cccc(NC(=O)c2ccccc2Cl)c1,-27%,-5%,-10%
Cc1ccc(C)c(NC(=O)CSc2nnc(-c3ccco3)o2)c1,3%,-1%,3%
Cc1cccc(Nc2ccc([N+](=O)[O-])cc2C(=O)O)c1,6%,-6%,3%
COc1cccc(C(=O)N2CCN(Cc3cc(Br)ccc3OC)CC2)c1,?,-6%,-3%
COC(=O)c1ccsc1NC(=O)CN1CCN(Cc2ccc3c(c2)OCO3)CC1,?,-2%,5%
O=C(C[C@H]1C/C=C\C[C@@H](Cc2ccc(F)cc2)C(=O)O[C@H](c2ccccc2)CNC1=O)N[C@@H](CO)Cc1ccccc1,?,-2%,-1%
